Apaf1 inhib: blocks human Apaf-1 apoptosome activity; inhibition, % at 20 µM; AID 489030; actives 0.71% (n = 330,000); reconstituted apoptosome caspase-3 activity, DEVD-Rh110 fluorescence; active means inhibition of at least 40% at 20 µM;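 further: plate controls were DMSO wells for no effect and DEVD-CHO caspase inhibitor wells for full effect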
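Medium: Hepes buffer, pH 7.5 / System: biochemical Apaf-1 apoptosome reconstitution / Measured by: Rh110 fluorescence, excitation 480 nm, emission 540 nm / Times: compound with Apaf-1, dATP, procaspase-3 30 min, then 50 min reaction, room temperature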
PfG6PD inh: PfG6PD (Plasmodium falciparum) enzyme inhibition; PfGluPho enzyme, NADPH resazurin-diaphorase fluorescence; inhibition, % at 20 µM; actives 0.78% (n = 350,000);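 active means inhibition reaching at least a set limit at 20 µM in the primary screen, cut at about 59% in these data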;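 further: 0% = DMSO wells with substrate and 100% = DMSO wells lacking glucose-6-phosphate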
SENP8 block-1: SENP8 (human) protease inhibition | Q96LD8 | recombinant SENP8, Nedd8 substrate fluorescence | inhibition, % at 20 µM | actives 0.64% (n = 360,000) | AID 602440; in the data active means inhibition mostly above about 40%, no sharp cut-off; inactive means mostly below about 27%
HKDC1 inhibitor: inhibitors of human hexokinase HKDC1. Q2TB90. recombinant HKDC1, G6PDH/diaphorase resazurin coupled fluorescence. inhibition, % at 20 µM. actives 0.16% (n = 340,000). AID 493160;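 active means inhibition above about 35% when tested at 20 µM, limit read from the data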;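 further: plate controls were DMSO wells with enzyme for no effect and DMSO wells lacking enzyme for full effect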
Target sequence (Q2TB90 whole entry, looked up): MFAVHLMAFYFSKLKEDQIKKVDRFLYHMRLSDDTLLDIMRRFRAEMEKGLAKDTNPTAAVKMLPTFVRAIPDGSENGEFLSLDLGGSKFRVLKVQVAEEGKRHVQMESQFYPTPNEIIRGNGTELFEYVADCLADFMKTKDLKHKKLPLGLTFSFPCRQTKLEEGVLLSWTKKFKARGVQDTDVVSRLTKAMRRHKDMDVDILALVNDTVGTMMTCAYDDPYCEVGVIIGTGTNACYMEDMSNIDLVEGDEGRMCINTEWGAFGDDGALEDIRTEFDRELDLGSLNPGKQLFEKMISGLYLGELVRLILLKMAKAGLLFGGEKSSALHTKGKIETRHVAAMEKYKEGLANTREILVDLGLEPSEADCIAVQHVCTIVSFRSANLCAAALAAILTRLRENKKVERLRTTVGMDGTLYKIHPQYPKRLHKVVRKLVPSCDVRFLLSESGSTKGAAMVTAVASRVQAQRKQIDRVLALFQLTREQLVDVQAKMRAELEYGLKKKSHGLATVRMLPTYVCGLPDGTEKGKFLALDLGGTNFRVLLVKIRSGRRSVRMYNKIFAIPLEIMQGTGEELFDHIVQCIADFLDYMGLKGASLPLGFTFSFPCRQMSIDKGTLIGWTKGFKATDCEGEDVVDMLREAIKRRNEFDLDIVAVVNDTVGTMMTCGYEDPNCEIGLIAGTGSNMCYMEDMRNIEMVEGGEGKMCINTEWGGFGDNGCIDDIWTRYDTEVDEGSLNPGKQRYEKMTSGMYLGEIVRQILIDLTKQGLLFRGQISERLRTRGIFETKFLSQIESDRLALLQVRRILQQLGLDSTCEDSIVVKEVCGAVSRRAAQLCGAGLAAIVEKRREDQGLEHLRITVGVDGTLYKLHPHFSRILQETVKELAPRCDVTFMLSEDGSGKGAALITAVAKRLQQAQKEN
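Test system: recombinant HKDC1 (HK5) hexokinase enzyme, produced in-house / Doses: 20 µM test compound, 1% DMSO / Timing: 90 min, room temperature / Detection: G6PDH/diaphorase-coupled fluorescence, 1 mM NADP, 100 µM resazurin, 525/613 nm / Control set: DMSO wells with and without enzyme mix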
SENP6 inh: inhibitors of human SENP6 protease; Q9GZR1; Recombinant SENP6 catalytic domain, aminoluciferin luminescence; inhibition, % at 10 µM; actives 1.8% (n = 330,000);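 active means inhibition above about 50% at the single tested dose, limit read from the data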;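 further: plate controls were DMSO wells with enzyme for no effect and DMSO wells lacking enzyme for full effect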
NLRP3 yeast inh: inhibitors of NALP3 inflammasome in yeast. Yeast reconstituted NLRP3/ASC/caspase-1, beta-gal luminescence, 24 h. inhibition, % at 10 µM. actives 0.39% (n = 330,000);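 active means inhibition of 50% or more; inactive means inhibition below 50%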;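 further: plate controls were induced DMSO wells for no effect and uninduced yeast grown without galactose for full effect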
SENP1 FRET inh: inhibitors of human SENP1 SUMO protease catalytic domain; recombinant SENP1 catalytic domain, CyPet-SUMO1-YPet FRET cleavage; AID 624204; Q9P0U3; actives 0.21% (n = 360,000); inhibition, % at 10 µM;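 active means inhibition at least 30% at 10 µM, raw YFP signal under a set limit, fluorescence ratio 0.5 to 1.5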;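 further: 0% = enzyme with DMSO and 100% = no enzyme wells; some results filed as inactive read as strong as hits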
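Compound: 10 µM single point, 0.5% DMSO; Test system: hSENP1 catalytic domain, recombinant; Timing: 50 min reaction at room temperature; Technique: FRET, CFP and YFP emission; Control set: no-enzyme wells low, DMSO-plus-enzyme wells high control.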
SENP7 inh: blocks the human protease SENP7; Q9BQF6; recombinant SENP7, Z-RLRGG-aminoluciferin luminescence, 40 min; inhibition, % at 5 µM; actives 1.5% (n = 330,000); AID 434973;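 active means inhibition above about 50% at the single test dose, limit read from the data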;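 further: plate controls were DMSO with enzyme for no effect and no enzyme buffer wells for full effect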
SENP8 block-2: inhibitors of human SENP8 protease; purified SENP8, Z-RLRGG-aminoluciferin cleavage, luminescence; inhibition, % at 10 µM; actives 1.2% (n = 330,000); AID 2540; in the data active means inhibition above about 50%
Numbers without * were called inactive; i = inactive; · = not tested or not shown.

Fields: Apaf1 inhib	PfG6PD inh	SENP8 block-1	HKDC1 inhibitor	SENP6 inh	NLRP3 yeast inh	SENP1 FRET inh	SENP7 inh	SENP8 block-2
CCOC(=O)c1c(C)c(C(=O)Nc2cc(OC)ccc2OC)c(C)n1CC
    ·	7	18	-3	·	·	2	·	·
Cc1ccc(-c2c(C)n([O-])c3c([n+]2=O)CCC3)cc1
    7	-16	20	11	-5	13	0	5	-8
CN(c1ccccc1)S(=O)(=O)c1cc(Cl)ccc1Cl
    -4	14	19	-3	-12	18	2	1	1
CCOC(=O)c1c(C)[nH]c(NC(=O)NNC(=O)c2ccccc2Cl)c1C
    3	-2	9	1	8	18	2	1	-2
Cc1ccc(S(=O)(=O)CCC(=O)OCC(=O)Nc2cc(S(=O)(=O)N3CCOCC3)ccc2Cl)cc1
    ·	2	2	-1	·	·	1	·	·
CCOC(=O)c1ccc(NC(=O)C2CCN(C(=O)c3ccc(OC)c(OC)c3)CC2)cc1
    4	-6	22	-4	-5	-2	1	-3	-3
Cc1ccc(CN2CCC(C(=O)Nc3cccc(-c4cccc(F)c4)c3)CC2)o1
    -6	7	2	-1	-35	1	-2	13	-11
COc1ccc(C(=O)NCc2nc(C)c(C)s2)cc1OC1CCN(C(C)C)CC1
    -13	6	-15	-4	-6	17	-6	-3	3
Cc1ccccc1OCC(=O)N(Cc1ccco1)c1c(N)n(Cc2ccccc2)c(=O)[nH]c1=O
    -9	10	-20	-4	2	19	-10	0	7
CCC1=C([N+](=O)[O-])C(c2ccc3c(c2)OCO3)NC(=O)N1 (stereo not given)
    15	-15	23	-6	-7	-1	0	-13	-3
COc1cc(SC)ccc1C(=O)N(Cc1ccccc1)c1ccccn1
    -5	1	13	1	-17	14	2	-1	-2
COc1cccc(CNC(=O)c2nnn(CC(=O)Nc3c(C)cccc3C)c2N)c1
    -13	15	16	-10	6	-1	1	2	4
CC(C)C[C@H](NC(=O)C1CC(=O)N(c2ccc3c(c2)OCCO3)C1)C(=O)NC1CCCC1 (stereo not given in full)
    1	6	14	-9	0	-3	1	-1	1
CN1CCN(C(=O)CC23CC4CC(CC(C4)C2)C3)CC1
    2	-3	6	-2	-17	10	1	-9	-5
CCOc1cccc(C(=O)NC(=S)Nc2ccc3c(c2)OCCO3)c1
    4	14	17	1	-10	22	2	-12	6
O=C(Nc1nnc(S(=O)(=O)N2CCOCC2)s1)c1ccccc1
    -3	63*	-137	2	-13	15	-5	4	4
COc1ccc(CNS(=O)(=O)c2csc(C(N)=O)c2)cc1OC
    2	-6	12	-6	-3	14	-1	-15	-5
COc1ccc(Cl)cc1S(=O)(=O)NCc1cccnc1
    -16	5	14	-10	-4	8	-1	-7	-3
Cc1n[nH]c(=O)nc1N1CCc2ccccc2C1
    -2	1	13	-10	-38	1	-2	3	-4
CC1=NN(/C(=N\c2nnc(C)s2)Nc2ccc(C)cc2)[C@H](c2ccc(C)cc2)S1
    23	37	4	3	0	-2	1	5	-1
COc1ccc2nc(COC(=O)c3ccco3)c(C(C)=O)[n+]([O-])c2c1
    12	-9	-99	3	-26	16	-6	-12	-4
Cc1nc2ccc(NC3=NCCCCC3)cc2s1
    0	64*	22	1	10	-2	0	10	-2
CC(C)(C)c1ccc(C(=O)Nc2sc3c(c2C(=O)O)CCC3)cc1
    17	76*	-238	23	-10	-12	-3	-10	-5
COc1ccc(CNC(=O)N2CCN(S(=O)(=O)c3ccccc3F)CC2)cc1
    -3	5	1	-1	4	16	2	3	1
COc1ccc(NC(=O)C2CCN(S(=O)(=O)c3cccc4cccnc34)CC2)cc1
    -3	-7	1	0	6	4	0	4	3
CCCOC(=O)C1=C(C)OC23OC(N)=C(C#N)C12C(=O)c1ccccc13 (stereo not given)
    7	-17	7	3	-4	1	11	-2	-1
COc1ccc(S(=O)(=O)NCC2CCC(C(=O)NCCCN3CCCC3=O)CC2)cc1 (stereo not given)
    -9	13	18	-9	-13	8	1	15	-7
COc1cccc(N2CCN(S(=O)(=O)c3ccc4c(c3)NC(=O)C(C)C(=O)N4)CC2)c1 (stereo not given)
    21	3	12	1	18	17	2	3	6
O=C(Cc1cccs1)NCc1cccc(Br)c1
    0	1	10	-1	0	19	2	0	-15
CCOC(=O)c1ccc(NC(=S)N2CCN(CCNC3=CC(=O)CC(C)(C)C3)CC2)cc1
    0	-2	3	0	-2	15	0	2	3

PfG6PD inh, hit marks shown above.
mol | PfG6PD inh | HKDC1 inhibitor | SENP6 inh | NLRP3 yeast inh | SENP1 FRET inh | SENP7 inh | SENP8 block-2
O=C(Nc1nnc(S(=O)(=O)N2CCOCC2)s1)c1ccccc1 | 63* | 2 | -13 | 15 | -5 | 4 | 4
Cc1nc2ccc(NC3=NCCCCC3)cc2s1 | 64* | 1 | 10 | -2 | 0 | 10 | -2
CC(C)(C)c1ccc(C(=O)Nc2sc3c(c2C(=O)O)CCC3)cc1 | 76* | 23 | -10 | -12 | -3 | -10 | -5

Individual results from above.
Under PfG6PD inh, `Cc1n[nH]c(=O)nc1N1CCc2ccccc2C1` shows 1
Under NLRP3 yeast inh, `CCC1=C([N+](=O)[O-])C(c2ccc3c(c2)OCO3)NC(=O)N1` (stereo not given) shows -1
Under Apaf1 inhib, `Cc1ccc(-c2c(C)n([O-])c3c([n+]2=O)CCC3)cc1` shows 7
Under SENP8 block-1, `CCOC(=O)c1ccc(NC(=O)C2CCN(C(=O)c3ccc(OC)c(OC)c3)CC2)cc1` shows 22
Under SENP8 block-2, `CC(C)(C)c1ccc(C(=O)Nc2sc3c(c2C(=O)O)CCC3)cc1` shows -5

Other entries follow:
Fields: Apaf1 inhib	PfG6PD inh	SENP8 block-1	HKDC1 inhibitor	SENP6 inh	NLRP3 yeast inh	SENP1 FRET inh	SENP7 inh	SENP8 block-2
C#CCNC(=O)C1=C[C@@H](c2ccc(Br)cc2)C[C@@H](OCCCCO)O1
    5	5	-16	1	-4	25	-6	-4	11
Cc1cc(C)n(-c2ccc(NC(=O)C3CCCCN3Cc3cccc4c3OCO4)cc2)n1 (stereo not given)
    23	13	-4	-4	-5	7	0	0	-4
Cn1c(-c2ccccc2)cnc1SCC(=O)NCc1ccco1
    -19	-6	10	-3	-7	-1	0	2	-2
O=C1CCCC1C(=O)Nc1ccc2ccccc2c1 (stereo not given)
    0	-1	8	-1	-29	17	2	1	5
COc1ccc(OCc2nc3ccccc3n2C(C)C)cc1
    1	-23	-19	-5	9	48	2	3	7
Nc1c(C(=O)C2CC2)sc2nc(-c3cccs3)cc(C(F)(F)F)c12
    16	1	i	0	-3	11	-16	-9	-5
COc1ccc(C(=O)/C(=C\c2sccc2C)c2nc3ccccc3o2)cc1
    -13	·	·	·	1	-10	·	0	-3
O=C(Cn1cnc2c(cnn2-c2ccccc2)c1=O)c1ccc(Cl)cc1
    11	2	21	-3	2	26	2	1	0
CCCN(Cc1cc2ccc(C)cc2[nH]c1=O)C(=O)c1cccnc1
    4	14	-138	2	-10	10	-20	0	-1
CC1(C)Cc2c(cnn2-c2ccc(F)cc2)C(NC(=O)CCc2ccncc2)C1 (stereo not given)
    -1	4	11	-8	2	2	1	4	3
C/C(=N\NC(=O)c1cc(-c2ccc(C)s2)[nH]n1)c1ccco1
    12	-1	9	9	36	22	2	14	3
COc1ccc(O)c(/C=N/NC(=O)c2cccc(N3CCCC3=O)c2)c1
    4	-31	-49	-19	5	-1	6	8	-4
COc1ccc2c(N)c(C(=O)NN)[nH]c2c1
    -20	28	-113	-5	-10	21	-9	-2	-1
COc1ccc(N2CCN(C(=O)CCCSc3nc4ccccc4[nH]3)CC2)cc1
    8	-4	14	-2	-14	12	2	-3	-22
CN(C)C(CNC(=O)CCc1nc2sc3c(c2c(=O)[nH]1)CCCC3)c1ccccc1 (stereo not given)
    4	-6	-29	7	-6	7	-23	9	-5
CC(=O)Nc1ccccc1S(=O)(=O)CC1CC1(Cl)Cl (stereo not given)
    7	1	15	0	24	21	0	-6	5
N#Cc1ccccc1NC(=O)c1ccc2c(c1)OCO2
    -20	-5	17	4	-12	14	-1	2	1
CCN(CC)C(=O)Oc1nnc(SC(C)C)n1-c1ccc(Cl)cc1
    -17	-2	0	-4	-12	5	2	-2	7
Cc1cc(F)ccc1S(=O)(=O)N1CCCOC1CNC(=O)C(=O)NCCC1=CCCCC1 (stereo not given)
    7	-11	26	5	-4	3	2	-7	-12
O=C(Nc1ccc(NC(=O)c2ccccc2)nc1)c1ccncc1
    -4	-4	11	-8	22	8	0	2	4
Cc1ccccc1CN1C(=O)CS/C1=N/N=C/c1ccco1
    -8	3	20	-2	-1	31	3	-4	3
O=C(Nc1ccc2oc(=O)ccc2c1)c1ccc(-c2ccc(Cl)cc2)o1
    -13	-9	-410	-6	2	18	-7	-4	5
O=C(NCc1cccnc1)c1cccc(NS(=O)(=O)c2ccc(Br)cc2)c1
    8	-25	17	0	6	19	0	5	-11
COc1ccc([N+](=O)[O-])cc1NC(=O)C(C)N(C)Cc1ccc(Br)cc1 (stereo not given)
    16	23	14	-6	4	22	2	-1	1
COc1cc(C)ccc1NC(=O)Cc1csc(NC(=O)Nc2ccccc2OC)n1
    30	35	0	8	-23	0	1	-11	-11
COc1ccccc1C(=O)NNC(=S)Nc1ccccc1
    ·	13	-5	4	·	·	2	·	·
